CF NFkB block – inhibitors of PAF-induced NF-kB signaling, primary screen, cell-based, GFP fluorescence, uHTS; KKLEB NF-kB-GFP reporter, GFP fluorescence overnight; inhibition, % at 5 µM; actives 0.86% (n = 360,000); AID 588850, 2011;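 active = at least 50% inhibition at 5 µM, scaled per plate between neutral and stimulator controls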;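 note: PAF is a Pseudomonas aeruginosa culture filtrate used as stimulus; plate controls were PAF-stimulated DMSO wells for no effect and unstimulated DMSO wells for full effect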
NR2E3 ag-1 – NR2E3 agonists in two-hybrid cells, primary screen, cell-based, luminescence, CHO-S, Gal4-NCOR/VP16-NR2E3; inhibition of corepressor binding, % at 3.98 µM; AID 602229, 2012; actives 0.35% (n = 360,000); Photoreceptor-specific nuclear receptor (Homo sapiens), Q9Y5X4; luciferase;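 active = inhibition above the mean of all tested compounds plus 3 SD, cut at about 70% in these data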;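 note: 0% = DMSO with NR2E3 transfected cells and 100% = cells lacking NR2E3 construct; higher means lower luciferase signal from less NR2E3 corepressor binding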
Target sequence (Q9Y5X4 whole entry, looked up, the tested form may be a part): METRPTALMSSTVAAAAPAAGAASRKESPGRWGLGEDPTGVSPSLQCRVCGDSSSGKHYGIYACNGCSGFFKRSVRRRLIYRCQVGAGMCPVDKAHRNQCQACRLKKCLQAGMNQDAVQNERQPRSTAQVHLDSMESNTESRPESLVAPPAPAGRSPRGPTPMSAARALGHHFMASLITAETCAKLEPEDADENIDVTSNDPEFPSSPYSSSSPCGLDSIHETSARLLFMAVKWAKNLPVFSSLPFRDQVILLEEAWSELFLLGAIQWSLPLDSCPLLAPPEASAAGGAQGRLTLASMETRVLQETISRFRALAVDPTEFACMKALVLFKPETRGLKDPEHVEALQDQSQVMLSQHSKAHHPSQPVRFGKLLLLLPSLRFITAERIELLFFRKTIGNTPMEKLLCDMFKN
NR2E3 ag-2 – inhibitors of NR2E3-RetCOR corepressor binding, primary screen, NR2E3 agonist project, biochemical, TR-FRET, GST-NR2E3, biotin-RetCOR; Photoreceptor-specific nuclear receptor (Homo sapiens), Q9Y5X4; 1536-well; inhibition of corepressor binding, % at 4.78 µM; actives 0.12% (n = 320,000); AID 2300, 2010;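 active = percent inhibition above the cutoff of mean plus 3 SD of all tested compounds, set per screening campaign, cut at about 20% in these data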;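 note: 0% = DMSO wells and 100% = biotin wells as full block of FRET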
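Material: NR2E3–RetCOR corepressor complex / Incubation: Compound–protein incubation for 5 h at 4 °C / Dosing: compound at 4.8 µM, single dose / Detection: time-resolved FRET / Benchmarks: high control biotin, low control 0.6% DMSO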
Vif inh – HIV Vif self-association inhibitors, primary screen, imaging, HEK293T, single point | HEK293T cells, Vif self-association by quenched fluorescence, 24 h | inhibition, % at 7.49 µM | actives 0.35% (n = 340,000); in the data active = inhibition above about 50%, passing the limit was not always enough; inconclusive = no clear call, values can overlap the other calls; inactive = below about 31%; note: some results filed as inactive read as strong as hits
TRPM1 prom inh – inhibitors of MITF-dependent TRPM1 promoter reporter, primary screen, cell-based, SK-MEL-5, single point, luciferase. SK-MEL-5 TRPM1 promoter luciferase, 24 h. inhibition, % at 12.5 µM. actives 0.83% (n = 330,000);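 active = mean inhibition across replicates of 60% or more, whatever share of single replicates reaches that level; inconclusive = some that reach 60%, reason not given; inactive = mean inhibition across replicates below 60%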; note: values of inactives mirror those of a sister screen read the other way
PDI inh – inhibitors of human PDI, primary screen, biochemical, turbidity, single point, plate reader; AID 588391, 2011; actives 0.052% (n = 350,000); Protein disulfide-isomerase (Homo sapiens), P07237; PDI insulin aggregation turbidity, A650, 90 min; inhibition, % at 10 µM;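 active = mean inhibition across replicates of 30% or more, whatever share of single replicates reach that level; inconclusive = mean inhibition below 30% while every single replicate reaches 30%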;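 note: absorbance from insulin aggregation driven by PDI reduction with DTT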
Target sequence (P07237 whole entry, looked up): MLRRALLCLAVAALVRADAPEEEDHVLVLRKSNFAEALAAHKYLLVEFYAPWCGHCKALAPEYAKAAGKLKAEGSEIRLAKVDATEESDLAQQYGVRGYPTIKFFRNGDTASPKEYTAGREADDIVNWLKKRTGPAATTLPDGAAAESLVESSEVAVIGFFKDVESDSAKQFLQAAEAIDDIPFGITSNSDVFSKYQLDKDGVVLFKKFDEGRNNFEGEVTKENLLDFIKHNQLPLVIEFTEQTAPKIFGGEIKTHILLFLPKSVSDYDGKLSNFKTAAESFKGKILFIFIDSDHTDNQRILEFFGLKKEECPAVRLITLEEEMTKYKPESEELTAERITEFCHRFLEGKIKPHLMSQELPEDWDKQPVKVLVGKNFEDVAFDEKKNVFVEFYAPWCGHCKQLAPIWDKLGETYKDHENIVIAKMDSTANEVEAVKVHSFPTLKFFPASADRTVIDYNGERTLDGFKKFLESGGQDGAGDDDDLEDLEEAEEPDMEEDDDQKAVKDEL
Peg3 prom inh – Peg3 promoter-driven luciferase inhibitors, primary screen, cell-based, HeLa, luciferase luminescence; HeLa PEG-Prom luciferase reporter, overnight; inhibition, % at 20 µM; actives 1.7% (n = 360,000);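 active = inhibition of at least 50% at 20 µM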
CaV13 FRET inh – Primary screen for inhibitors of IQ motif and Ca2+-dependent inactivation inhibitor domain binding in CACNA1D, Förster resonance energy transfer in living cells, …; HEK cells, CFP/YFP FRET ICDI-IQ, plate reader, 10 min; percent FRET-ratio fall versus neutral wells; inhibition, % at 12.3 µM; actives 0.098% (n = 340,000);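 active = mean replicate inhibition of at least 30% and at least 1% of replicates passing that level; inconclusive = only one of the two criteria is met; inactive = neither criterion is met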;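 note: 0% = median of the neutral control wells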
HIF-2a inh – HIF-2a reporter inhibitors, primary screen, luminescence, 786-0 RCC cells; inhibition, % at 18.8 µM; AID 624352, 2012; actives 0.72% (n = 360,000); 786-0 RCC cells HIF-2a reporter, luciferase luminescence, overnight;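 active = inhibition of the luminescence signal of 40% or more relative to plate controls, in a single-dose primary screen at 18.75 µM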
Shn3 inh set2 – reduction of Shn3 3'UTR firefly luciferase signal, primary screen, Schnurri-3 inhibitor project, cell-based, Clone20 osteoblasts, set 2. Clone20 osteoblast Shn3 3'UTR firefly luciferase, 24 h. actives 0.52% (n = 360,000). AID 588674, 2011. inhibition, % at 12.5 µM;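 active = mean inhibition of at least 75% with every replicate also reaching 75%; inconclusive = mean inhibition at least 75% but some replicate below; inactive = mean inhibition below 75%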;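 note: 0% = median of neutral control wells and 100% = pilot-screen positive control compound; some compounds past the cut are filed as inactive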
KKLEB tox – cytotoxicity in KKLEB CF airway cells, primary screen, cytotoxicity control for CF NF-kB inhibitor project, cell-based, uHTS, fluorescence assay plates. KKLEB CF airway cells viability, ATPlite luminescence, overnight; active compounds read low; cells stimulated with P. aeruginosa culture filtrate. actives 0.36% (n = 360,000). activity change (cytotoxicity), % at 5 µM. AID 602141, 2011;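 active = corrected activity change at or below -50% at 5 µM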
* hit, by the source's call; u = inconclusive; x = no result given.

SMILES	CF NFkB block	NR2E3 ag-1	NR2E3 ag-2	Vif inh	TRPM1 prom inh	PDI inh	Peg3 prom inh	CaV13 FRET inh	HIF-2a inh	Shn3 inh set2	KKLEB tox
O=C(CN1C(=O)S/C(=C\c2ccc(F)cc2)C1=O)Nc1cccc(S(=O)(=O)NCc2ccco2)c1	3	-25	0	-6	5	0	-9	-2	-20	13	7
CC(C)C(=O)Nc1ccc(C(=O)NCc2cccnc2)cc1	6	29	3	-16	2	-3	-15	x	7	56	9
CCc1nnc(NS(=O)(=O)c2ccc(NC(=O)/C=C/C(=O)O)cc2)s1	1	-26	2	1	4	1	4	-5	19	1	-4
CC(NC(=O)c1cc([N+](=O)[O-])cc([N+](=O)[O-])c1)c1ccc(-n2ccnc2)cc1 (stereo unspecified)	-12	-15	-3	18	17	-2	8	-3	16	6	8
C[C@H](CO)N1C[C@H](C)[C@H](CN(C)C(=O)c2ccccc2)OCc2ccccc2-c2c(n(C)c3ccccc23)C1=O	8	-18	x	0	x	19	29	-9	9	-65	-16
COc1ccc(CC(NC(C)=O)C(=O)NC2CCN(C(=O)C3CCCCC3)CC2)c(OC)c1 (stereo unspecified)	-6	-17	0	-5	-10	-4	3	-7	5	10	-2
C#CCOCCOCCOCCNc1nc(N2CCN(C(=O)CCCCCCCCCCNC(=O)Cn3cc(C[C@@H](C)O)nn3)CC2)nc(N2CCN(C(=O)CCCCCCCCCCNC(=O)[C@@H](CCC(=O)O)n3cc(CCCCCN)nn3)CC2)n1	3	-23	3	-2	6	12	-9	-10	1	3	16
Cn1c(=O)c2c(nc(Oc3ccccc3N)n2C)n(C)c1=O	7	-12	x	-7	-30	1	14	-1	12	-9	-1
O=C(CSc1nc2ccccc2s1)N1CCN(C(=O)c2ccco2)CC1	-8	-10	-1	-1	1	-1	8	x	14	-12	6
Cc1ccc(C(=O)Nc2ccc3c(c2)OCO3)cc1S(=O)(=O)N1CCCC1	7	-67	5	-21	-44	-3	-206	-7	-213	-37	-2
C#CCN1C(C)=C(C(=O)OC)C(c2cccc([N+](=O)[O-])c2)C(C(=O)OCC)=C1C (stereo unspecified)	9	2	0	-6	-4	5	30	-6	16	-6	-6
COc1ccc(C(=O)N2CCN(S(=O)(=O)c3ccc(Cl)cc3)CC2)cc1S(=O)(=O)N1CCOCC1	11	-32	x	0	-5	18	6	-2	7	9	-6
O=C(Nc1ccc(Br)cc1)c1cnc[nH]1	-24	-58	5	-11	-41	-4	-154	-3	-158	-32	3
CC(=O)c1sc(NC(=O)c2ccc3c(c2)OCO3)nc1C	-25	-151	10	3	-107	-9	-319	-5	-243	-104	11
CCOc1ccc2nc(N3CCC(C(=O)NC4CCCCC4)CC3)sc2c1	8	-59	1	-7	-22	-3	-90	-3	2	20	-7
COc1cc(C(=O)NCc2nnc(SCC(=O)N3CCCCCC3)o2)cc(OC)c1OC	-18	12	1	-7	0	10	9	-2	4	-6	10
Cn1c(=O)[nH]c(=O)c2c1nc1n2CCCS1	-8	-37	2	-1	7	3	-2	-6	-8	-14	2
O=C(COC(=O)CCOc1ccccc1)NCCC1=CCCCC1	-12	2	-2	-5	-3	0	14	-4	8	17	17
COCCn1c(=O)c2c(nc3n2CC(C)CN3Cc2ccccc2)n(C)c1=O (stereo unspecified)	-6	-11	1	-8	-7	4	9	-2	10	-12	11
COc1ccc(Cl)cc1NC(=O)CN(C)C(=O)c1ccc2n[nH]nc2c1	0	-4	-1	-3	7	1	11	-5	14	1	6
Cc1onc(-c2ccccc2Cl)c1C(=O)Nc1sc2c(c1C(N)=O)CCC(C)C2 (stereo unspecified)	-8	-31	-1	43	-5	-5	12	-3	8	3	2
CC1CCN(c2c(NCC3CCC(C(=O)NCc4ccc(F)cc4)CC3)c(=O)c2=O)CC1 (stereo unspecified)	1	3	-2	2	12	-1	-2	-3	14	2	4
CCOC(=O)CSc1nc(-c2ccccc2)nc2ccccc12	-3	-23	-2	-5	6	2	4	x	7	7	-14
COc1cc(C)ccc1OCC(=O)Nc1ccc2c(c1)OCO2	6	-31	1	-4	-70	6	-384	-5	-256	-66	-18
CCOC(=O)C1=C(C)Nc2nc(C)nn2C1c1cc(OC)ccc1OC (stereo unspecified)	-9	14	2	3	x	x	9	-2	4	-2	12
CCn1c(SCC(=O)c2ccc3ccccc3c2)nnc1-c1cccs1	-17	13	-1	3	7	11	-15	-4	-2	-18	2
CC(NC(=O)OCc1ccccc1)c1ccccc1 (stereo unspecified)	-13	3	0	-5	-2	9	5	-20	3	8	4
Cc1ccc(S(=O)(=O)Nc2nc(CN3CCOCC3)nc3sc(C)c(C)c23)cc1	9	9	0	4	2	1	-9	-6	2	10	-5
NC(=O)c1ccc(NC(=O)CN2C(=O)NC3(CCCCCCC3)C2=O)cc1	-33	-5	x	4	0	5	10	-6	9	4	2
Cn1c(CNc2nc(-c3ccccc3)cs2)nnc1SCC(=O)OC1CCCCC1	-1	-30	0	0	5	-3	-1	0	13	7	-3
Cc1ccc(Cn2c(Cc3ccccc3)nc3ccccc32)cc1	14	11	-1	8	-17	5	22	-6	25	14	-7
CCCCn1nnnc1NCc1cc(Cl)c(OC)c(OC)c1	-17	-4	2	-8	-7	-12	12	-1	7	-24	8
CN(C(=O)COC(=O)CCC(=O)c1ccc(F)cc1)C1CCCCC1	-30	-5	x	13	-8	-5	10	-15	-2	-25	21
O=C(Nc1ccccc1F)C1COc2ccccc2O1 (stereo unspecified)	2	-5	0	8	-24	-1	-99	-1	-197	-20	12
CN(C)/C=c1\sc2c(C#N)cc(C(=O)c3ccc(Br)cc3)n2c1=O	1	-18	2	x	1	-13	13	-6	8	x	3
CC(=O)NC(C)(c1ccccc1)c1nc(-c2csc3ccccc23)cs1 (stereo unspecified)	1	18	x	u	x	3	-2	-6	-1	19	5
Cc1cc(NC(=O)CSc2nnc(-c3ccc(Cl)s3)o2)no1	9	-23	1	9	-12	5	-35	-2	-47	-29	3
Cc1cc(C(=O)OCC(=O)Nc2cccc(S(=O)(=O)N3CCOCC3)c2)c(C)o1	2	12	0	14	11	-7	12	-4	8	-1	-2
CC1(C(=O)Nc2ccc3ccccc3c2)CCC(=O)N1CC(F)(F)F (stereo unspecified)	-29	19	x	x	x	x	-1	-10	6	4	7
CCc1ccc(NC(=O)CSc2nc(=O)n(CCCN(C)C)c3c2CCC3)cc1	14	3	-1	-1	-3	14	-15	-4	22	-8	-8

11 entries from above, reformatted.
compound | CF NFkB block | NR2E3 ag-1 | NR2E3 ag-2 | Vif inh | TRPM1 prom inh | PDI inh | Peg3 prom inh | CaV13 FRET inh | HIF-2a inh | Shn3 inh set2 | KKLEB tox
Cn1c(CNc2nc(-c3ccccc3)cs2)nnc1SCC(=O)OC1CCCCC1 | -1 | -30 | 0 | 0 | 5 | -3 | -1 | 0 | 13 | 7 | -3
Cc1ccc(Cn2c(Cc3ccccc3)nc3ccccc32)cc1 | 14 | 11 | -1 | 8 | -17 | 5 | 22 | -6 | 25 | 14 | -7
CCCCn1nnnc1NCc1cc(Cl)c(OC)c(OC)c1 | -17 | -4 | 2 | -8 | -7 | -12 | 12 | -1 | 7 | -24 | 8
CN(C(=O)COC(=O)CCC(=O)c1ccc(F)cc1)C1CCCCC1 | -30 | -5 | x | 13 | -8 | -5 | 10 | -15 | -2 | -25 | 21
O=C(Nc1ccccc1F)C1COc2ccccc2O1 (stereo unspecified) | 2 | -5 | 0 | 8 | -24 | -1 | -99 | -1 | -197 | -20 | 12
CN(C)/C=c1\sc2c(C#N)cc(C(=O)c3ccc(Br)cc3)n2c1=O | 1 | -18 | 2 | x | 1 | -13 | 13 | -6 | 8 | x | 3
CC(=O)NC(C)(c1ccccc1)c1nc(-c2csc3ccccc23)cs1 (stereo unspecified) | 1 | 18 | x | u | x | 3 | -2 | -6 | -1 | 19 | 5
Cc1cc(NC(=O)CSc2nnc(-c3ccc(Cl)s3)o2)no1 | 9 | -23 | 1 | 9 | -12 | 5 | -35 | -2 | -47 | -29 | 3
Cc1cc(C(=O)OCC(=O)Nc2cccc(S(=O)(=O)N3CCOCC3)c2)c(C)o1 | 2 | 12 | 0 | 14 | 11 | -7 | 12 | -4 | 8 | -1 | -2
CC1(C(=O)Nc2ccc3ccccc3c2)CCC(=O)N1CC(F)(F)F (stereo unspecified) | -29 | 19 | x | x | x | x | -1 | -10 | 6 | 4 | 7
CCc1ccc(NC(=O)CSc2nc(=O)n(CCCN(C)C)c3c2CCC3)cc1 | 14 | 3 | -1 | -1 | -3 | 14 | -15 | -4 | 22 | -8 | -8

(listing goes on)
SMILES	CF NFkB block	NR2E3 ag-1	NR2E3 ag-2	Vif inh	TRPM1 prom inh	PDI inh	Peg3 prom inh	CaV13 FRET inh	HIF-2a inh	Shn3 inh set2	KKLEB tox
CCOc1cccc(C2C(C(=O)c3ccc(C)o3)=C(O)C(=O)N2Cc2ccncc2)c1 (stereo unspecified)	11	-14	26*	-7	12	-8	-5	0	2	-10	-6
CCc1ccc(CNC(=O)C2CCC(=O)N2C2CCCCC2)cc1 (stereo unspecified)	6	-13	1	-7	14	1	0	-1	13	5	-2
COCC(C)NC(=O)C(C)N1c2cccc3cccc(c23)S1(=O)=O (stereo unspecified)	4	2	3	-13	3	-2	3	2	16	-6	2
CN1CCCN(S(=O)(=O)c2ccc3c(c2)OCCO3)CC1	2	-43	1	4	5	0	3	-3	18	-16	-4
COc1ccccc1Oc1coc2cc(OC(=O)N3CCOCC3)ccc2c1=O	4	-13	-3	11	-17	9	5	-4	-10	18	0
C=CCOC(=O)C1=C[C@@H](c2csc3ccccc23)C[C@@H](OCc2ccc(CO)cc2)O1	13	-11	-2	-4	15	-3	25	-11	-4	8	3

NR2E3 ag-2: what is marked active above.
canonical_smiles,CF NFkB block,NR2E3 ag-1,NR2E3 ag-2,Vif inh,TRPM1 prom inh,PDI inh,Peg3 prom inh,CaV13 FRET inh,HIF-2a inh,Shn3 inh set2
CCOc1cccc(C2C(C(=O)c3ccc(C)o3)=C(O)C(=O)N2Cc2ccncc2)c1 (stereo unspecified),11,-14,26*,-7,12,-8,-5,0,2,-10

Screening results: PubChem, several laboratories
